# Screening data as filed in PubChem BioAssay.
# K1F lysis inhibition: protection from phage-mediated lysis, alamar blue read-out – E. coli UTI89, K1F phage, bacterial capsule biogenesis inhibitors (AID 488966) | E. coli UTI89 K1F phage lysis, alamar blue, 2 h; higher % means a stronger effect | inhibition, % at 100 µM, or IC50 in µM where a hit was titrated | hit rate 0.02% among 340,000;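 active = phage lysis inhibition, versus mean bacterial control, above a set limit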;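 note: capsule biogenesis inhibitors block K1F phage lysis so surviving cells raise fluorescence; higher fluorescence means more inhibition of phage lysis; actives were called in the ten point dose series up to 300 µM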
# NTR1 ag: agonists of NTR1, primary screen, imaging, U2OS cells, beta-arrestin-GFP, high content (AID 493036). hit rate 0.17% among 330,000. activation, % at 20 µM. P30989. NTR1-U2OS beta-arrestin-GFP spot imaging, agonist mode;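 active = activation at or above 40% of the spot to cytoplasm intensity ratio, with at least 20 cells analyzed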;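 note: 0% = DMSO without peptide and 100% = 100 nM NTR1 peptide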
# Target sequence (P30989 whole entry, looked up): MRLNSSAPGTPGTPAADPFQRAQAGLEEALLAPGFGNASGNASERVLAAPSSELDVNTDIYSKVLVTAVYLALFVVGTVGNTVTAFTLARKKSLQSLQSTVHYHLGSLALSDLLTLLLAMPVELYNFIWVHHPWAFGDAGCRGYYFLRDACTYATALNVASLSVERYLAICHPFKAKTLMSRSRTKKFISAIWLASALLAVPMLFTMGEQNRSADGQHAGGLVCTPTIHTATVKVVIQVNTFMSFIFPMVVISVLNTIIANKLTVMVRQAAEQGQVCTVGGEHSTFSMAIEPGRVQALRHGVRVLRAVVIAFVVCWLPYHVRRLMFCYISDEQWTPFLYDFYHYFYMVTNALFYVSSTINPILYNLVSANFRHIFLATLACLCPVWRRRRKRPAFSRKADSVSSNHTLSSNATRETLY
# MgcRacGAP inhibition: MgcRacGAP GTPase-activating activity inhibitors, confirmation, biochemical, ADP Hunter fluorescence. MgcRacGAP-stimulated Rac1 GTP hydrolysis, ADP Hunter fluorescence; higher % means a stronger effect; GST-tagged Rac1 F28L mutant substrate. inhibition, % at 30 µM; hits with a dose series show IC50 in µM. hit rate 0.6% among 340,000. AID 624330;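 active = first-screen hits whose inhibition reached a set limit at any dose in the follow-up dose series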;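 note: fluorescence reports GDP produced by GAP-driven GTP hydrolysis; strong numbers were not always called active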
# T cell HTS: T cell immune modulators affecting CD8 T cell-vesicle binding. 2C CD8+ T cell-vesicle binding, flow cytometry; hits give low values. calls only at 7 µM. hit rate 0.068% among 330,000. AID 2052;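 active = response, share of CD8 T cells binding vesicles, and their 90th percentile fluorescence all below set limits, cut at about 80% in these data, passing the limit was not always enough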
#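 Assay system: 2C TCR transgenic mouse naive CD8+ T cells, MACS-purified | Read-out: CD8+ gate FL2 mean fluorescence as % of same-row positive control | Signal: High-throughput flow cytometry with anti-B7-1 and anti-CD8 staining | Timing: Binding step 1.5 h, 37 °C, antibody labelling 20 min, ice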
# Large T inhibition: TAg ATPase/helicase activity blockers – biochemical (AID 1903). SV40 large T antigen ATPase/helicase inhibition assay; higher % means a stronger effect. one-dose inhibition, % at 20 µM; IC50 in µM for titrated hits. hit rate 0.39% among 310,000; in the data active = a potency from the dose series; note: strong numbers were not always called active
# RSV CPE inhibition: RSV antiviral activity via CPE protection, HEp-2 cells, primary 10 µM value included (AID 2391). HEp-2 cells, RSV-induced CPE inhibition; higher % means a stronger effect. one-dose CPE inhibition, % at 10 µM; IC50 in µM for titrated hits. hit rate 0.13% among 310,000; in the data active = a potency from the dose series; note: strong numbers were not always called active
# TNAP activation fold: stimulation of alkaline phosphatase TNAP activity – biochemical, luminescent, no phosphate acceptor, uHTS, primary screen (AID 1001); activation fold at 20 µM, or EC50 in µM where a hit was titrated; purified TNAP, luminescent activation assay, no phosphate acceptor; higher activation fold means a stronger effect; hit rate 0.03% among 200,000; in the data active = activation fold from about 3, or a potency from the dose series; inactive = the rest, 99 in 100 with activation fold below about 1.6; note: many of its hits are not listed in these tables
# Myeloid diff 2: compounds promoting myeloid differentiation; calls only at 10 µM; ER-HoxA9 myeloid progenitors, lysozyme-GFP differentiation, flow cytometry; AID 624256; hit rate 1% among 360,000;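 active = normalized GFP-positive differentiation at or above the plate's own cutoff, the solvent-only control mean plus 3 SD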;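 note: cells exposed to compound for four days before flow analysis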
# Salmonella PhoP GFP: inhibitors of PhoP regulon expression, primary screen, Salmonella Typhimurium, GFP reporter (AID 1863); S. Typhimurium PhoP-regulated promoter GFP reporter, 4 h; higher % means a stronger effect; one-dose inhibition, % at 50 µM; IC50 in µM for titrated hits; hit rate 0.16% among 300,000;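 active = inhibition over 29.93%, a cutoff 3 SD above the screen mean, later confirmed by dose response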;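 note: 0% = low Mg2+ inducing control and 100% = high Mg2+ repressing control; strong numbers were not always called active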
# T cell HTS vesicle-bound %: further read-out of T cell HTS, marked with its call; double positive events, %; measured here: CD8+ vesicle-bound cell fraction;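 binding gate set so that unloaded-vesicle control wells show 10% double positive cells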
# NTR1 ag cell count 20 µM: recorded beside NTR1 ag, whose call it bears; cell count; measured here: cell count, cytotoxicity flag
# Myeloid diff 2 GFP+ MAC1+ %: recorded beside Myeloid diff 2, whose call it bears; GFP+ MAC1+ double positive, %; measured here: differentiation confirmed by MAC1 staining
# * = called active by the depositor; i = inactive; / = not tested or not shown; + = active, no number; & = joins results of further samples; [ ] = another dose, or the depositor's remark.
nr	compound	K1F lysis inhibition	Myeloid diff 2	T cell HTS	Salmonella PhoP GFP	TNAP activation fold	Myeloid diff 2 GFP+ MAC1+ %	NTR1 ag cell count 20 µM	T cell HTS vesicle-bound %	RSV CPE inhibition	NTR1 ag	Large T inhibition	MgcRacGAP inhibition
1	Cc1cccc(NCc2cccc3ccccc23)n1	0.2%	i	i	-1.2%	/	0.3	51	60.3	0.7%	0.0	7.5%	-10.5%
2	COc1ccc(NC(=O)C(c2cc3c(cc2[N+](=O)[O-])OCO3)N(C)c2ccccc2)cc1 (centres undefined)	-3.1%	i	i	-23.2%	0.9	0.0	39	47.4	1.2%	0.2	5.4%	7.3%
3	Cc1nnc(SCC(=O)Nc2nc(-c3ccccc3)cs2)n1N	8.1%	i	i	-8.1%	0.8	0.6	49	3.3	-0.5%	0.4	2.2%	6.0%
4	CCC(C#CCN1CCCCC1)(CC)OCCC#N	-0.7%	i	i	0.0%	1.1	0.9	46	25.4	1.7%	0.7	3.0%	0.8%
5	COc1ccc(Cc2nnc(NC(=O)C3CC(=O)N(c4ccccc4C)C3)s2)cc1OC (centres undefined)	0.4%[50 µM]	i	i	-4.3%	/	0.6	65	37.1	-2.3%	-0.6	21.6%	6.5%
6	O=C(CN1CCCC1)NC1C2CC3CC(C2)CC1C3 (centres undefined)	0.6%	i	i	5.5%	1.1	0.9	63	45.1	1.2%	1.6	16.6%	2.4%
7	COc1ccc(C(OCC(O)CNC(C)c2ccccc2)c2ccc(OC)cc2)cc1 (centres undefined)	-0.2%	/	i	-2.7%	/	/	39	20.9	13.3%	5.3	11.4%	-1.5%
8	O=C(NCc1ccco1)c1ccc2c(c1)N(Cc1ccccc1)CCS2	-0.3%	i	i	-7.3%	/	1.3	59	37.4	20.6%	3.5	19.3%	6.5%
9	CC(C)Cc1[nH]c(=O)c(C#N)c2c1CCCC2	0.1%	i	i	-0.2%	1.1	0.7	43	68.5	0.7%	0.1	2.0%	18.8%
10	CCC(=O)N1CCc2cc(S(=O)(=O)CCC(=O)Nc3ccc(OC)c(OC)c3)ccc21	0.0%	i	i	-4.5%	1.1	0.4	75	28.6	0.7%	3.0	-1.8%	7.7%
11	CCOC(=O)COc1nc(OC)nc(N2CCOCC2)n1	0.4%	i	i	-11.5%	1.1	1.2	44	36.3	-0.4%	-1.3	9.6%	13.0%
12	CCOC(=O)Cc1c(C)[nH]n(-c2ccccc2)c1=O	/	i	i	3.4%	/	0.7	43	20.4	1.4%	0.5	54.1%	/
13	O=C(COC(=O)c1cccnc1Nc1cccc(C(F)(F)F)c1)NC1CCS(=O)(=O)C1 (centres undefined)	5.7%	i	i	-13.1%	1.1	0.6	41	44.5	5.0%	3.3	9.0%	9.6%
14	COc1ccc(C2C=C(C)Nc3nc(SC)nn32)cc1 (centres undefined)	0.4%	i	i	-5.8%	1.1	0.6	43	18.1	4.0%	-1.2	8.4%	8.9%
15	C[C@H](CO)N1C[C@H](C)[C@@H](CN(C)C(=O)Nc2ccc(C(F)(F)F)cc2)Oc2c(NC(=O)Nc3ccc4c(c3)OCO4)cccc2C1=O	0.9%	i	i	/	/	0.9	69	8.4	/	5.4	/	-0.1%
16	CCOC(=O)Cc1csc(NC(=O)c2ccc(S(=O)(=O)N3CCCCC3)cc2)n1	0.1%	i	i	8.7%	1.2	6.2	48	29.5	27.7%	2.3	/	2.6%
17	Cc1ccc(S(=O)(=O)c2cc3ccccc3oc2=Nc2ccc3c(c2)OCCO3)cc1	2.6%	i	i	2.3%	1	1.2	60	31.7	6.2%	-0.1	5.4%	14.9%
18	Cc1ccc(/C=C/C(=O)OCC(=O)Nc2cccnc2Cl)o1	4.1%	i	i	/	/	0.3	73	30.1	/	0.2	/	2.0%
19	O=C(c1cccc(S(=O)(=O)N2CCOCC2)c1)N1CCCC1	0.6%	i	i	34.8%	1.1	1.0	86	27.1	0.8%	-2.4	24.1%	7.0%
20	O=C(NCCN1CCCC(O)C1)c1cc(COc2ccc(F)cc2Cl)on1 (centres undefined)	0.3%	i	i	-10.2%	/	4.1	75	28.2	-1.2%	-0.4	7.2%	2.0%
21	COc1ccccc1C(=O)O/N=C(\N)c1ccccn1	0.1%	i	i	-8.8%	/	0.2	54	33.5	-2.5%	-0.1	17.7%	11.4%
22	O=C(CSc1nnc(-c2ccncc2)n1CC1CCCO1)NCc1ccccc1 (centres undefined)	0.4%	i	i	0.5%	1.1	1.2	65	21.5	0.8%	2.4	-0.7%	8.7%
23	CN(C[C@H](Cc1ccccc1)N(C[C@H](Cc1cccc2ccccc12)N(CCc1ccccc1)N=O)N=O)N=O	1.2%	i	i	-10.5%	/	3.3&1.0	99	19.7	-0.6%	5.6	5.0%	9.7%
24	COc1cc(/C=C(\NC(=O)c2ccccc2)C(=O)NCC(=O)O)c([N+](=O)[O-])cc1OC	1.2%[50 µM]	i	i	6.8%	1.1	0.4	73	6.5	1.7%	0.0	15.2%	8.6%
25	O=c1[nH]c2ccc(NCc3ccc(OCc4ccccc4Cl)cc3)cc2[nH]1	-1.1%[50 µM]	i	i	0.6%	/	1.1	77	25.1	-0.1%	0.5	4.7%	14.9%
26	N#Cc1c(-c2ccc(Cl)cc2)c2c([nH]c1=O)-c1ccccc1OC2	0.5%	i	i	-9.5%	/	0.9	33	12.5	6.0%	1.4	9.5%	8.9%
27	CC(C)C(OC(=O)c1ccco1)C(=O)NCc1cccs1 (centres undefined)	0.6%	i	i	-7.5%	1	0.8	90	33.8	0.7%	0.3	0.8%	6.7%
28	COc1ccc2nc(NC(=O)CNS(=O)(=O)c3cccs3)sc2c1	1.8%	i	i	-0.3%	1	6.2	58	51.2	3.4%	-0.1	8.8%	4.4%
29	O=c1c(Cc2ccc(F)cc2)c(O)ccn1CCCn1ccnc1	0.4%	i	i	-5.7%	1	0.9	40	50.3	2.2%	0.8	9.1%	10.1%
30	CC(C)CN(C(=O)c1ccc2c(c1)OCO2)C1CCS(=O)(=O)C1 (centres undefined)	1.1%[50 µM]	i	i	4.8%	/	1.6	59	25.8	-1.3%	0.9	8.2%	4.7%
31	Cc1ccccc1Oc1nc2c(C)cccn2c(=O)c1/C=C(\C#N)C(=O)NC1CCS(=O)(=O)C1 (centres undefined)	0.6%	i	i	-6.6%	/	0.5	41	44.4	12.7%	3.0	17.3%	9.0%
32	CCOCCCNC(=O)C(c1ccc(C)cc1)N(Cc1ccc2c(c1)OCO2)C(=O)c1cnccn1 (centres undefined)	0.9%	i	i	1.7%	1	0.5	56	42.2	0.5%	-3.2	-1.7%	14.2%
33	O=C(CN1C(=O)NC2(CCCC2)C1=O)N1CCN(S(=O)(=O)c2ccccc2Br)CC1	0.0%	i	i	-3.8%	/	4.8	57	45.4	1.3%	-0.6	0.9%	6.3%
34	CCOc1ccc(/C=N/NC(=O)C(OC)c2ccccc2)cc1 (centres undefined)	0.4%	i	i	1.7%	1.1	0.3	34	33.9	0.2%	-0.3	9.6%	3.8%
35	COc1ccc(OC)c2c1C(=O)c1ccccc1C2=O	/	/	i	-43.2%	1	/	83	17.6	1.2%	-1.5	18.4%	/
36	CC(=O)N(CN1C(=O)C2C3C=CC(C3)C2C1=O)c1cccc(Cl)c1 (centres undefined)	1.6%	i	i	-4.8%	1	1.1	46	39.4	-0.2%	1.4	-3.7%	0.7%
37	COc1ccc(-c2csc(NC(CO)c3nc4ccccc4n3CCOCCO)n2)cc1 (centres undefined)	2.3%	i	i	3.2%	/	1.0	73	31.0	0.6%	1.4	20.8%	12.5%
38	O=C(CCCN1C(=O)/C(=C/c2ccc(F)cc2)SC1=S)NCCCn1ccnc1	0.9%	i	i	-4.3%	/	3.5	56	11.7	0.7%	-0.9	21.3%	10.4%
39	CC(=O)Nc1sc(/C(C#N)=C/c2ccc(Cl)c(Cl)c2)nc1-c1ccc(C)cc1	0.0%	+	/	-7.2%	1	18.1*	/	/	/	/	11.6%	4.8%
40	CN1C(=O)CC(C(=O)O)SC1=Nc1ccc(F)cc1 (centres undefined)	-0.6%	i	i	1.6%	1.1	1.3	51	36.6	2.5%	0.1	6.4%	2.9%
41	CCn1c(SCC(=O)NCC2CCCO2)nnc1-c1ccc(S(=O)(=O)N2CCN(C)CC2)cc1 (centres undefined)	0.2%	i	i	1.2%	1	0.3	60	35.1	0.0%	0.2	23.9%	1.9%
42	CCc1nc2cccnc2n1-c1ccc(CC(=O)O)cc1	0.1%	i	i	-1.6%	/	0.2	91	55.7	-0.3%	1.1	9.3%	/
43	Cc1ccc(C(=O)NCC(=O)OCC(=O)Nc2ccccc2[N+](=O)[O-])cc1	0.1%	i	i	6.4%	1	0.5	94	64.4	2.6%	0.5	-2.4%	4.5%
44	COc1ccc(C(=O)NC(CC(=O)O)c2cc([N+](=O)[O-])ccc2Cl)c(SC)c1 (centres undefined)	-0.2%	i	i	2.8%	1.1	0.7	38	65.6	-2.2%	1.7	6.9%	3.8%
45	COc1cc(OC)c(NC(=O)Cn2cnc3sc(C)c(S(=O)(=O)N4CCOCC4)c3c2=O)cc1Cl	-0.1%	i	i	1.0%	/	0.5	41	16.2	4.7%	-0.7	8.9%	5.9%
46	O=C(COC(=O)c1ccccc1C(=O)N1CCN(c2ccccc2)CC1)Nc1ccccc1	-0.2%	i	i	-2.3%	1.1	0.7	42	50.0	12.6%	0.9	3.7%	3.2%
47	CCN(CC(=O)NCc1ccc(F)cc1)C(=O)/C=C/c1ccc(OC)c(S(=O)(=O)NC(C)C)c1	0.4%	i	i	3.4%	/	0.9	45	28.3	0.3%	2.2	6.0%	1.6%
48	CCCC(=O)N(CCc1ccccc1)Cc1nc2ccccc2c(=O)[nH]1	-0.2%	i	i	3.1%	1	0.2	92	29.2	8.2%	-1.5	8.0%	6.3%
49	Cc1cc(NC(=O)CSc2nc3ccccc3c(=O)n2CCCC(=O)NCc2ccccc2)n[nH]1	-0.3%	i	i	9.4%	1	2.2	71	51.8	0.4%	-1.2	5.0%	1.3%
50	O=C(N/N=C/c1cccc(O)c1)c1ccc(-n2cnnn2)cc1	0.9%[50 µM]	i	/	/	/	1.0	62	/	/	-0.5	/	1.8%
51	Cc1ccc2c(c1)N(S(=O)(=O)c1cc(-c3onc(C)c3C)ccc1C)CCO2	-1.4%	i	i	5.0%	/	0.4	49	49.4	0.1%	6.1	3.9%	3.3%

# Rows were taken by chance (roughly 2.3% active in at least one column).
